K1F lysis inhibition: inhibition of K1F phage lysis, E. coli UTI89, bacterial capsule biogenesis inhibitors, alamar blue (AID 488966) | E. coli UTI89 K1F phage lysis, alamar blue, 2 h; higher % means a stronger effect | inhibition, % at 100 µM, or IC50 in µM where a hit was titrated | hit rate 0.02% among 340,000;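 active = phage lysis inhibition, versus mean bacterial control, above a set limit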;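 also: capsule biogenesis inhibitors block K1F phage lysis so surviving cells raise fluorescence; higher fluorescence means more inhibition of phage lysis; actives were called in the ten point dose series up to 300 µM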
T cell modulator: T cell immune modulation candidate. 2C CD8+ T cell-vesicle binding, flow cytometry; stronger effect = lower value. calls only at 7 µM. hit rate 0.068% among 330,000;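 active = response, share of CD8 T cells binding vesicles, and their 90th percentile fluorescence all below set limits, cut at about 80% in these data, passing the limit was not always enough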
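Material: murine 2C transgenic CD8+ T lymphocytes / Also added: QL9-peptide-loaded Drosophila micro-vesicles bearing Ld, ICAM-1 and B7-1 / Schedule: binding step 1.5 h, 37 °C, antibody labelling 20 min, ice / Signal: flow cytometry, PE anti-B7-1 (FL2) versus Alexa647 anti-CD8 (FL8), PFA-fixed / Evaluation: percent CD8+ FL2 mean versus row control / Benchmarks: naked versus QL9-loaded vesicles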
T cell modulator vesicle-bound %: recorded beside T cell modulator, whose call it bears; double positive events, %; measured here: CD8+ vesicle-bound cell fraction;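 binding gate set so that unloaded-vesicle control wells show 10% double positive cells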
The depositor's hits bear a star; i = inactive; [ ] = another dose, or the depositor's remark. This is a subset, so the mix of outcomes need not match the whole.

Every second line gives: K1F lysis inhibition	T cell modulator	T cell modulator vesicle-bound %
CCCc1cc(=O)[nH]c(SCC(=O)Nc2ccc3ccccc3c2)n1
 : 0.4%[50 µM]	i	26
CN(CC(=O)Nc1ccc(Cl)c(C(F)(F)F)c1)C(=O)CNC(=O)C1CCCCC1
 : -0.3%[50 µM]	i	42
CCOC(=O)c1csc(NC(=O)c2cc(-c3ccccn3)nc3ccccc23)n1
 : 1.4%[50 µM]	i	31
C[C@@H]1CN([C@@H](C)CO)C(=O)c2cc(NC(=O)C3CC3)ccc2O[C@@H]1CN(C)C(=O)NC1CCCCC1
 : -3.3%	i	26
C[C@H](CO)N1C[C@H](C)[C@@H](CN(C)Cc2ccc3c(c2)OCO3)Oc2c(NC(=O)Cc3ccccc3)cccc2C1=O
 : -1.0%	i	11
C=C1C(=O)O[C@@]23[C@H]1CC[C@@H](C)[C@@H]2CC[C@@]1(C)O[C@@H]31
 : -0.6%	i	7
C=CCC[C@H](Cc1ccc(F)cc1)C(=O)OC[C@@H](NC(=O)[C@@H](CC=C)CC(=O)N(CCO)Cc1ccccc1)C(C)(C)C
 : -0.7%	i	9
O=[N+]([O-])c1cc(S(=O)(=O)N2CCOCC2)ccc1NS(=O)(=O)c1ccccc1
 : 0.6%	i	30
Cc1nnc(SC(C)C(=O)Nc2ccc(Cl)cc2Cl)[nH]c1=O (stereo not given)
 : 0.6%[50 µM]	i	33
CC(C)N(C(=O)COC(=O)CCC(=O)c1cccs1)c1ccccc1
 : 0.7%[50 µM]	i	56
COc1ccc2c(C#CCCO)c(-c3ccc(S(C)(=O)=O)cc3)sc2c1
 : 0.0%	i	5
Cc1ccc(F)cc1NC(=O)c1ccc(OCC2CCCO2)cc1 (stereo not given)
 : 0.9%[50 µM]	i	43
O=C(NCc1cccnc1)C1CCN(S(=O)(=O)c2cc([N+](=O)[O-])ccc2Cl)CC1
 : -0.9%	i	32
O=C(COC(=O)COc1ccc(Br)cc1)NC1CCCC1
 : -0.3%	i	34
COc1ccccc1CNC(=O)CN1C(=O)NC2(CCOc3ccccc32)C1=O (stereo not given)
 : 0.4%[50 µM]	i	43
CCc1ccc(NC(=O)COC(=O)CC2CCCC2)cc1
 : -1.4%	i	49
C[C@@H]1CN([C@H](C)CO)C(=O)c2cccc(NS(=O)(=O)c3ccccc3)c2O[C@H]1CN(C)C
 : -0.1%	i	6
CC(C(=O)OCC(=O)Nc1ccc(S(N)(=O)=O)cc1)N1C(=O)c2ccccc2C1=O (stereo not given)
 : -0.2%	i	40
C[C@H](CO)N1C[C@H](C)[C@@H](CN(C)S(C)(=O)=O)Oc2ccc(NS(=O)(=O)c3cn(C)cn3)cc2C1=O
 : 0.1%	i	18
CN(C(=O)CSc1ncnc2sc3c(c12)CCCC3)C1CCS(=O)(=O)C1 (stereo not given)
 : -1.3%	i	39
COC(=O)C1=C(C)N(Cc2ccccc2)C(=NCc2ccccc2)N[C@H]1c1ccccc1
 : 6.3%	i	30
O=C(C[C@@H]1C/C=C/CCCC(=O)O[C@H](c2ccccc2)CNC1=O)N[C@H](CO)Cc1ccccc1
 : -0.1%	i	51
O=[N+]([O-])c1ccccc1S(=O)(=O)N1CCN(S(=O)(=O)c2ccc3c(c2)OCCO3)CC1
 : 0.5%	i	14
CN(CC(=O)Nc1ccc(OC(F)F)cc1)S(=O)(=O)/C=C/c1ccccc1
 : 0.5%[50 µM]	i	52
COc1ccc(C(=O)COC(=O)C2COc3ccccc3O2)cc1F (stereo not given)
 : 1.4%[50 µM]	i	6
CCCCNc1c(-c2ccc(SC3CCCCC3)cc2)nc2cnccn12
 : 2.4%	i	4
CCOc1ccc(C(=O)NCC(c2cccs2)N2CCOCC2)cc1 (stereo not given)
 : 0.8%[50 µM]	i	26
COC(=O)[C@H](CC(C)C)NC(=O)Cn1cnc2c(SC)nc(N)nc21
 : 0.1%	i	14
O=C(CCC1CCCC1)NNC(=O)COc1ccc(Br)cc1
 : -2.3%[50 µM]	i	28
COC(=O)c1c(C)[nH]c(C(=O)OCC(=O)c2ccc(C)s2)c1C
 : 2.8%	i	39
O=C(COc1ccc(-n2cnnn2)cc1)Nc1ccc(F)c(Cl)c1
 : 0.3%	i	36
Clc1cccc(-c2ccc3ncnc(NCc4cccnc4)c3c2)c1
 : 2.6%	i	5
COc1ccccc1CNC(=O)C(CCSC)NC(=O)c1cccc(S(=O)(=O)N2CCOCC2)c1 (stereo not given)
 : 1.8%	i	47
COc1ccc(OC)c(NC(=O)COC(=O)CCCN=C2NS(=O)(=O)c3ccccc32)c1
 : 0.3%	i	10
O=C(Nc1cc(S(=O)(=O)N2CCOCC2)ccc1N1CCCCC1)c1ccccc1Br
 : 1.7%	i	42
CN(C)C(CNC(=O)c1cc2ccccc2o1)c1ccco1 (stereo not given)
 : 1.1%[50 µM]	i	52
COc1ccc(C(=O)OCC(=O)N2C(C)CCCC2C)cc1S(=O)(=O)N1CCOCC1 (stereo not given)
 : 5.8%	i	16
Cc1ccc(S(=O)(=O)NCC(=O)OCC(=O)Nc2cccc(S(=O)(=O)N3CCOCC3)c2)cc1
 : -0.1%[50 µM]	i	50
COc1ccc(N2CCN(C(=O)CN3c4cccc5cccc(c45)S3(=O)=O)CC2)cc1
 : -0.3%[50 µM]	i	45
O=C(CCC1CCCCC1)NC1CCCCC1
 : 0.8%[50 µM]	i	2

Complete entries, looked up by structure. Screens in order: K1F lysis inhibition, T cell modulator, T cell modulator vesicle-bound %
`COc1ccccc1CNC(=O)C(CCSC)NC(=O)c1cccc(S(=O)(=O)N2CCOCC2)c1` (stereo not given) across the screens: 1.8%, i, 47
`O=C(COc1ccc(-n2cnnn2)cc1)Nc1ccc(F)c(Cl)c1` across the screens: 0.3%, i, 36

(further entries)
Every second line gives: K1F lysis inhibition	T cell modulator	T cell modulator vesicle-bound %
COc1ccc(S(=O)(=O)N(C)C[C@H]2Oc3ccc(NC(=O)Nc4ccccc4)cc3C(=O)N([C@H](C)CO)C[C@@H]2C)cc1
 : 1.9%	i	8
CC(=O)c1cccc(NC(=O)c2cc(=O)[nH]c3ccc(S(=O)(=O)N4CCOCC4)cc23)c1
 : 9.0%	i	37
CCOc1ccccc1/C=C/C(=O)N1CCN(C(=O)c2ccco2)CC1
 : 0.6%	i	50
CCN(C(=O)CSc1nc2ccc(C)cc2[nH]1)C1CCS(=O)(=O)C1 (stereo not given)
 : -0.1%[50 µM]	i	45
O=C(COC(=O)c1c(F)cccc1F)NCc1cccs1
 : -1.2%	i	19
Cc1noc(C)c1S(=O)(=O)Nc1ccc2c(c1)C(=O)N([C@H](C)CO)C[C@H](C)[C@@H](CN(C)C(=O)NC(C)C)O2
 : 0.3%	i	12
Cc1ccc([C@H]2C(C(=O)O)=CC[C@@H](c3ccc(Cl)c(Cl)c3)N2S(=O)(=O)c2ccc(C)cc2)cc1
 : 0.2%	i	12
N=c1c2ccccc2nc2n1CCCCCCCCCCC2
 : 4.2%	i	30
CCc1cccc(NC(=O)C2CCN(c3ncnc4sc(C)c(C)c34)CC2)c1
 : 0.4%[50 µM]	i	52
CC(=O)c1ccc(N2CCN(C(=O)c3ccc4[nH]c(C)c(C)c4c3)CC2)cc1
 : -0.5%[50 µM]	i	54
C[C@]12C(=O)N(c3ccccc3)C(=O)N1[C@H]1c3ccccc3OC[C@@H]1[C@H]2c1ccccc1
 : 4.0%	i	21
COc1ccc(-c2cc3cc4c(cc3cn2)OCO4)cc1
 : 1.6%	i	14
Cc1ccc(S(=O)(=O)N2CCN(C(=O)COC(=O)COc3cccc(C(F)(F)F)c3)CC2)c(C)c1
 : -0.5%	i	46
COc1ccc(-c2coc3cc(O[C@@H]4O[C@H](CO)[C@@H](O)[C@H](O)[C@H]4O)c(OC)cc3c2=O)cc1
 : 0.2%	i	11
O=C(CSc1nc2ccccc2o1)NC1CCS(=O)(=O)C1 (stereo not given)
 : -3.5%	i	52
C[C@H](CO)N1C[C@H](C)[C@@H](CN(C)S(=O)(=O)c2ccccc2)Oc2ccc(NC(=O)Cn3cnnn3)cc2C1=O
 : -0.4%	i	22
C[C@]12C(=O)N(c3cccc(F)c3)C(=O)N1[C@H]1c3ccccc3OC[C@@H]1[C@H]2c1ccccc1
 : 2.6%	i	11
CCOC(=O)/C=C1/SCC(=O)N1CC(=O)Nc1cccc(F)c1
 : 1.0%[50 µM]	i	46
Cc1cccc(C(=O)N[C@H](C(=O)NCc2cccs2)C(C)C)c1
 : 0.2%[50 µM]	i	22
Oc1cccnc1Sc1cccc(C(F)(F)F)c1
 : 0.7%	i	31
CS(=O)(=O)Cc1ccc(C(=O)N2CCN(C(=O)c3cccs3)CC2)cc1
 : 0.4%[50 µM]	i	45
Cc1cc(NC(=O)COc2ccc3ccccc3c2Br)no1
 : i	i	36
O=C1CC/C=C\C[C@@H](CC(=O)N(CCO)Cc2ccccc2)C(=O)N2CCC[C@H]2CO1
 : -0.2%	i	15
Cc1csc(=O)n1CCC(=O)N(C)Cc1c(F)cccc1Cl
 : -0.1%	i	55
Cc1ccc(C)c(S(=O)(=O)N2CCN(C(=O)[C@H](Cc3ccccc3)NC(=O)c3ccco3)CC2)c1
 : -3.8%	i	41
CN(CC(=O)Nc1ccccc1Br)C(=O)CN(C)C1CCCCC1
 : 0.5%[50 µM]	i	45
CCOC(=O)c1c(C)[nH]c(C(=O)COC(=O)c2ccco2)c1C
 : 2.5%	i	31
O=[N+]([O-])c1ccc(Cl)c(S(=O)(=O)Nc2ccc3cn[nH]c3c2)c1
 : 3.9%	i	29
COc1ccc(NS(=O)(=O)c2ccc(O)c(NS(=O)(=O)c3ccc(NC(C)=O)cc3)c2)cc1
 : 0.8%[50 µM]	i	15
CC(C)(C)OC(=O)C[C@@H]1C/C=C\C[C@H](CC(=O)N(CCO)Cc2ccccc2)C(=O)NC[C@H](c2ccccc2)OC1=O
 : -0.3%	i	34

Brought forward from above: 2 entries, then new ones.
Every second line gives: K1F lysis inhibition	T cell modulator	T cell modulator vesicle-bound %
COc1ccc(NS(=O)(=O)c2ccc(O)c(NS(=O)(=O)c3ccc(NC(C)=O)cc3)c2)cc1
 : 0.8%[50 µM]	i	15
CC(C)(C)OC(=O)C[C@@H]1C/C=C\C[C@H](CC(=O)N(CCO)Cc2ccccc2)C(=O)NC[C@H](c2ccccc2)OC1=O
 : -0.3%	i	34
COc1ccc(/C=C/C(=O)O/N=C(\N)c2ccccn2)cc1OC
 : -0.8%	i	44
Cc1cccc(NC(=O)c2ccc(OCc3c(C)noc3C)cc2)c1
 : 0.0%[50 µM]	i	43
CCCCC1(c2ccc(F)cc2)NC(=O)N(CC(=O)Nc2ccc(N3CCOCC3)cc2)C1=O (stereo not given)
 : -0.2%[50 µM]	i	35
O=C(Cc1ccc([N+](=O)[O-])cc1)Nc1cccc(C(=O)N2CCOCC2)c1
 : 2.4%	i	48
CN(CC(=O)Nc1cccc(F)c1)C(=O)COc1ccc2c(c1)CCC2
 : 0.4%[50 µM]	i	46
Nc1ncnc2c1ncn2[C@@H]1O[C@H](CNCc2cccn2-c2nccs2)[C@@H](O)[C@H]1O
 : 0.2%	i	6
CCC(C)Sc1ccc([C@@H]2[C@@H]3C(=O)N(CC)C(=O)[C@@H]3[C@]3(C(=O)OC)CCCCN23)cc1 (stereo not given in full)
 : 0.1%	i	7
Cc1[nH]c(SCC(=O)c2c(N)n(C)c(=O)n(C)c2=O)nc1Cc1ccccc1
 : -1.8%	i	21
C[C@@H](OC(=O)c1[nH]cnc1C(=O)N1CCc2ccccc2C1)c1ccccc1
 : 0.4%	i	16
O=C(COC(=O)/C=C/c1ccc(S(=O)(=O)N2CCOCC2)cc1)Nc1ccc(F)c(F)c1F
 : 0.9%	i	39

Gathered by group: the entries above containing a CF3 group
Every second line gives: K1F lysis inhibition	T cell modulator	T cell modulator vesicle-bound %
CN(CC(=O)Nc1ccc(Cl)c(C(F)(F)F)c1)C(=O)CNC(=O)C1CCCCC1
 : -0.3%[50 µM]	i	42
Cc1ccc(S(=O)(=O)N2CCN(C(=O)COC(=O)COc3cccc(C(F)(F)F)c3)CC2)c(C)c1
 : -0.5%	i	46
Oc1cccnc1Sc1cccc(C(F)(F)F)c1
 : 0.7%	i	31

Later entries:
Every second line gives: K1F lysis inhibition	T cell modulator	T cell modulator vesicle-bound %
CS(=O)(=O)Nc1ccccc1C(=O)OCC(=O)NCc1cccs1
 : 2.0%	i	21
C=CC[C@H](CC(=O)N(CCO)Cc1ccccc1)C(=O)N[C@H](COC(=O)[C@@H](CC=C)CC(=O)OC(C)(C)C)Cc1c[nH]c2ccccc12
 : -0.8%	i	11
CC1CCCCC12NC(=O)N(CC(=O)NCc1ccccc1)C2=O (stereo not given)
 : -0.4%	i	51
COc1ccc(S(=O)(=O)Nc2cccc3c2O[C@H](CN(C)S(=O)(=O)c2cccs2)[C@@H](C)CN([C@H](C)CO)C3=O)cc1
 : 8.3%	i	5
COC(=O)c1sc(S(=O)(=O)N2CCN(c3ccccc3F)CC2)c(C(=O)OC)c1C
 : -1.9%	i	30
O=C(NCc1ccco1)c1cccc2c1C(=O)c1ccc(N3CCC(Cc4ccccc4)CC3)cc1S2(=O)=O
 : 1.0%	i	14
